Assay outcomes as filed in PubChem.
ROS inducer – inducers of reactive oxygen species in cancer cells. U2OS ROS induction, H2DCF-DA fluorescence. 46,000 tested, 2% active. ROS induction (% of piperlongumine), % at 10 µM; in the data active means ROS induction above about 79%, passing the limit was not always enough; inconclusive means no clear call, values can overlap the other calls;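 further: 0% = DMSO vehicle median and 100% = reference compound median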
Starred values were filed as active, the others as inactive; ? = inconclusive.

SMILES	ROS inducer
C[C@H](CO)N1C[C@H](C)[C@H](CN(C)C(=O)Nc2ccc(F)cc2)Oc2ccc(NC(=O)Cn3cnnn3)cc2C1=O	-4.8
C[C@@H]1CN([C@H](C)CO)C(=O)Cc2cc(N(C)C)ccc2O[C@@H]1CN(C)Cc1ccc(C(=O)Nc2ccccc2N)cc1	52.7
Cc1c(C(=O)Nc2ccc3ccccc3c2)oc2ccccc12	-0.1
CC1CCC2C(C)(C)[C@@H](O)CC[C@]2(C)C12Cc1c(O)cc3c(c1O2)CN(C(CCC(=O)O)C(=O)O)C3=O (stereo partly specified)	-5.9
O=C1O[C@H](c2ccccc2)[C@H](c2ccccc2)N2[C@H]1[C@@H](C(=O)N1CCN(c3ncccn3)CC1)[C@]1(C(=O)Nc3ccc(C#CC4=CCCCC4)cc31)[C@H]2c1ccc(OCCO)cc1	24.1
Cc1noc(C)c1NC(=O)Nc1ccc2c(c1)C(=O)N([C@H](C)CO)C[C@H](C)[C@H](CN(C)S(=O)(=O)c1ccc(F)cc1)OCCCC[C@@H](C)O2	-1.2
CS(=O)(=O)N(CC(=O)NC1CCCC1)c1cccc(F)c1	-7.2
O=C1Oc2cc(O)cc(O)c2[C@@H](c2ccc(O)cc2)[C@H]1[C@H]1C(=O)Oc2cc(O)cc(O)c2[C@H]1c1ccc(O)cc1	?
Cc1c(C(N)=O)sc2ncn(CC(=O)Nc3cc(Cl)ccc3Cl)c(=O)c12	-4.1
CC(=O)Nc1nc(NC(C)=O)nc(-c2ccccn2)n1	-8.9
C[C@H](CO)N1C[C@H](C)[C@@H](CN(C)Cc2ccc(C(=O)Nc3ccccc3N)cc2)Oc2c(NS(=O)(=O)c3ccc(Cl)cc3)cccc2C1=O	6.4
Cc1ccc(S(=O)(=O)N(C)C[C@@H]2OCCCC[C@@H](C)Oc3ccc(NS(=O)(=O)c4c(C)noc4C)cc3C(=O)N([C@H](C)CO)C[C@@H]2C)cc1	17.5
COc1cccc(OCC(=O)Nc2ccc(-c3nc4ccccc4[nH]3)cc2)c1	-1.8
CCNS(=O)(=O)c1ccc2c(c1)C(=O)c1cc(S(=O)(=O)NCC)ccc1-2	49.3
COc1ccc(Nc2nc(N)nc(COc3ccc(OC)cc3)n2)cc1	-5.1
CS(=O)(=O)N(CC(=O)NC1CCCC1)c1ccc(F)c(Cl)c1	-3.9
CCOC(=O)CC1Sc2ccccc2N=C1SCCS(=O)(=O)c1ccc(Cl)cc1 (stereo unspecified)	17.6
Cc1noc(C)c1S(=O)(=O)Nc1ccc2c(c1)CC(=O)N([C@@H](C)CO)C[C@H](C)[C@H](CN(C)C(=O)NC(C)C)O2	15.8
C[C@H](CO)N1C[C@H](C)[C@H](CN(C)S(=O)(=O)c2cccs2)Oc2c(NS(=O)(=O)c3cn(C)cn3)cccc2C1=O	-2.6
Cc1onc(-c2ccccc2)c1CNC(=O)C1CCC1	7.0
CC(C)NC(=O)Nc1cccc2c1O[C@H](CN(C)S(=O)(=O)c1ccc(Cl)cc1)[C@H](C)CN([C@@H](C)CO)C2=O	-10.2
C[C@H](CO)N1C[C@H](C)[C@@H](CN(C)S(=O)(=O)c2ccc(F)cc2)Oc2ccc(NS(=O)(=O)c3ccccc3)cc2C1=O	11.0
C[C@H]1CN([C@@H](C)CO)C(=O)Cc2cc(NS(=O)(=O)c3ccc(F)cc3)ccc2O[C@H]1CN(C)S(=O)(=O)c1cccs1	2.8
C[C@@H]1C[C@@H](O)C2[C@@](C)(CO)CCC[C@]2(C)[C@@]1(O)CCc1ccoc1 (stereo partly specified)	9.1
Cc1ccc(NS(=O)(=O)c2cc(C(=O)NCC3CCCO3)ccc2Cl)c(C)c1 (stereo unspecified)	-6.9

A different layout for part of the listing above.
smiles,ROS inducer
Cc1noc(C)c1NC(=O)Nc1ccc2c(c1)C(=O)N([C@H](C)CO)C[C@H](C)[C@H](CN(C)S(=O)(=O)c1ccc(F)cc1)OCCCC[C@@H](C)O2,-1.2
CS(=O)(=O)N(CC(=O)NC1CCCC1)c1cccc(F)c1,-7.2
O=C1Oc2cc(O)cc(O)c2[C@@H](c2ccc(O)cc2)[C@H]1[C@H]1C(=O)Oc2cc(O)cc(O)c2[C@H]1c1ccc(O)cc1,?
Cc1c(C(N)=O)sc2ncn(CC(=O)Nc3cc(Cl)ccc3Cl)c(=O)c12,-4.1
CC(=O)Nc1nc(NC(C)=O)nc(-c2ccccn2)n1,-8.9
C[C@H](CO)N1C[C@H](C)[C@@H](CN(C)Cc2ccc(C(=O)Nc3ccccc3N)cc2)Oc2c(NS(=O)(=O)c3ccc(Cl)cc3)cccc2C1=O,6.4

(continued)
SMILES	ROS inducer
COc1ccc(NC(=O)Nc2ccc3c(c2)C(=O)N([C@H](C)CO)C[C@H](C)[C@H](CN(C)CC2CC2)OCCCC[C@@H](C)O3)cc1	39.3
COc1ccc(C(=O)NC(c2ccccc2)c2ccccc2)cc1	7.4
Cc1ccc(S(=O)(=O)/C=C/C#N)cc1	142.7*
C[C@H]1CN([C@@H](C)CO)C(=O)c2cc(NC(=O)Nc3ccc4c(c3)OCO4)ccc2O[C@@H]1CN(C)S(=O)(=O)c1ccc(Cl)cc1	29.5
C[C@H]1CN([C@@H](C)CO)C(=O)c2cc(NS(=O)(=O)c3ccc(Cl)cc3)ccc2O[C@@H]1CN(C)Cc1ccccc1	-11.2
C[C@@H]1CN([C@H](C)CO)C(=O)c2cccc(NC(=O)c3nc4ccccc4s3)c2O[C@H]1CN(C)S(C)(=O)=O	6.2
C[C@@H]1CN([C@@H](C)CO)C(=O)c2cccc(NC(=O)C3CCCCC3)c2O[C@@H]1CN(C)C	-12.5
C[C@@H]1CCCCO[C@H](CN(C)C(=O)CCCN(C)C)[C@@H](C)CN([C@H](C)CO)C(=O)c2cc(NS(=O)(=O)c3ccc(F)cc3)ccc2O1	-8.3
C[C@H](CO)N1C[C@H](C)[C@H](CN(C)Cc2ccc(Cl)c(Cl)c2)Oc2ccc(N(C)C)cc2C1=O	2.5
CCN(CC(=O)Nc1cccc([N+](=O)[O-])c1)S(=O)(=O)c1ccc(Cl)cc1	-3.9
COc1ccc(CN(C)C[C@@H]2Oc3c(NC(=O)Nc4cccc5ccccc45)cccc3C(=O)N([C@H](C)CO)C[C@@H]2C)cc1	6.3
COc1ccc(OC(C)C(=O)Nc2cc([N+](=O)[O-])ccc2C)cc1 (stereo unspecified)	-4.0
C[C@H](CO)N1C[C@H](C)[C@H](CN(C)C)Oc2ccc(NC(=O)Cn3cnnn3)cc2C1=O	-4.8
C[C@@H]1CN([C@@H](C)CO)C(=O)c2cc(NS(=O)(=O)c3cn(C)cn3)ccc2O[C@H]1CN(C)S(=O)(=O)c1cn(C)cn1	2.8
O=C(c1ccc(Br)cc1)c1cc2c(cc1Br)OCCCO2	131.2*
C[C@@H]1CN([C@H](C)CO)C(=O)c2cccc(NS(=O)(=O)c3ccccc3)c2O[C@@H]1CN(C)Cc1ccncc1	-7.0
COc1c(C)c2c(c(O)c1C/C=C(\C)CCC(=O)O)C(=O)OC2	-2.2
CNC[C@H]1Oc2ccc(NS(=O)(=O)c3c(C)noc3C)cc2CC(=O)N([C@@H](C)CO)C[C@@H]1C	6.9
COc1ccccc1NC(=O)c1ccc(NC(=O)C2COc3ccccc3O2)cc1 (stereo unspecified)	22.9
C[C@]12CCC(=O)C=C1CCC1C2[C@@H](O)C[C@@]2(C)C1CC[C@]2(O)C(=O)COC(=O)CCC(=O)O (stereo partly specified)	-17.5
C[C@H]1CN([C@@H](C)CO)C(=O)c2cc(NC(=O)C3CC3)ccc2O[C@H]1CN(C)S(=O)(=O)c1ccc(F)cc1	1.5
C[C@H]1CN([C@@H](C)CO)C(=O)c2cccc(NS(=O)(=O)c3ccccc3)c2O[C@H]1CN(C)C(=O)NC1CCCCC1	-4.6
CC(Oc1ccccc1F)C(=O)Nc1ccccc1[N+](=O)[O-] (stereo unspecified)	-12.2
CC(=O)Nc1ccc(-n2c(C)nc(=O)c(-c3ccccc3)c2C)cc1	-10.6
COc1ccc(S(=O)(=O)N(C)C[C@H]2OCCCC[C@@H](C)Oc3ccc(NC(=O)c4ccncc4)cc3C(=O)N([C@H](C)CO)C[C@@H]2C)cc1	6.0
Other results
SMILES	ROS inducer
COc1cc(/C=N/NC(=O)CCCCCCC(=O)Nc2ccccc2O)c(Br)cc1O	60.0
COc1ccc(CN(C)C[C@@H]2Oc3ccc(NS(=O)(=O)c4c(C)noc4C)cc3C(=O)N([C@@H](C)CO)C[C@H]2C)cc1	-3.2
C[C@H]1CN([C@@H](C)CO)C(=O)Cc2cc(NS(=O)(=O)c3ccc(F)cc3)ccc2O[C@H]1CN(C)Cc1ccc(C(F)(F)F)cc1	32.4
COc1cccc(-c2cc(=O)c3ccccc3o2)c1N	21.9
Cc1ccc(-c2ccc(=O)n(CC(=O)NC3CCCC3)n2)cc1	8.4
COc1ccc(S(=O)(=O)Nc2ccc3c(c2)C(=O)N([C@@H](C)CO)C[C@H](C)[C@@H](CN(C)Cc2ccccc2)O3)cc1	6.9
Cc1noc(C)c1S(=O)(=O)Nc1ccc2c(c1)C(=O)N([C@H](C)CO)C[C@H](C)[C@H](CN(C)S(=O)(=O)c1cccs1)OCCCC[C@@H](C)O2	36.8
COc1ccc(CCN=C2SCC(=O)N2Cc2ccccc2)cc1OC	18.5
ClC(=Nc1ccccc1)c1ccccc1	-7.5
C[C@@H]1CN([C@@H](C)CO)C(=O)c2cc(NS(C)(=O)=O)ccc2O[C@H]1CN(C)Cc1ccc(Oc2ccccc2)cc1	4.5
Cc1noc(C)c1NC(=O)N(C)C[C@@H]1Oc2ccc(NC(=O)C3CC3)cc2C(=O)N([C@@H](C)CO)C[C@@H]1C	55.8
O=C(CSc1nnc2scc(-c3ccccc3)n12)Nc1nsc(-c2ccc(Cl)cc2)n1	-8.2
C[C@H]1CN([C@@H](C)CO)C(=O)Cc2cc(NC(=O)Nc3ccccc3)ccc2O[C@@H]1CN(C)Cc1ccc(C(=O)O)cc1	-6.0
CC1=CC(=O)OC1Cc1ccc2ccccc2n1 (stereo unspecified)	-9.8
O=C(Cn1c2ccccc2c2cn[nH]c(=O)c21)N1CCCCC1	-1.6
COc1ccc(OC)c(S(=O)(=O)N(C)CC(=O)Nc2ccc3c(c2)OCCO3)c1	66.2
O=C1C[C@@H](c2ccc(O)cc2)Oc2cc(O)cc(O)c21	-2.6
C[C@@H]1CN([C@H](C)CO)C(=O)c2cccc(NS(C)(=O)=O)c2O[C@@H]1CN(C)C(=O)NC1CCCCC1	-10.1
C[C@@H]1CN([C@H](C)CO)C(=O)Cc2cc(NS(=O)(=O)c3cccs3)ccc2O[C@H]1CN(C)CC1CC1	-7.6
Cc1noc(C)c1NC(=O)N(C)C[C@@H]1Oc2ccc(NC(=O)CCC(F)(F)F)cc2C(=O)N([C@H](C)CO)C[C@H]1C	-0.8
Cc1ccc(-c2csc3ncnc(SCC(=O)c4ccc5c(c4)OCCO5)c23)cc1	-16.8
C[C@@H]1CN([C@@H](C)CO)C(=O)c2cccc(NS(C)(=O)=O)c2O[C@@H]1CN(C)Cc1ccc(Oc2ccccc2)cc1	36.0
CCOC(=O)C1C2C=CC3(CN(CC(C)C)C(=O)C13)O2 (stereo unspecified)	6.8
C[C@@H]1CN([C@@H](C)CO)C(=O)c2cc(NC(=O)NC3CCCCC3)ccc2O[C@@H]1CN(C)C	-9.7
O=C(c1ccco1)N1CCN(c2ncnc3nc[nH]c23)CC1	-7.8
Other structures:
SMILES	ROS inducer
C[C@H](CO)N1C[C@H](C)[C@@H](CN(C)C(=O)Nc2ccc(C(F)(F)F)cc2)Oc2ccc(NC(=O)C3CC3)cc2C1=O	18.1
Cc1ccc(S(=O)(=O)N(C)C[C@@H]2Oc3ccc(NC(=O)NC4CCCCC4)cc3CC(=O)N([C@@H](C)CO)C[C@@H]2C)cc1	-4.6
Cc1ccccc1NC(=O)CSc1n[nH]c(-c2ccncc2)n1	-32.3
C[C@H]1CN([C@@H](C)CO)C(=O)Cc2cc(NS(=O)(=O)c3ccc(F)cc3)ccc2O[C@@H]1CN(C)Cc1ccc(C(F)(F)F)cc1	146.3*
CNC[C@H]1Oc2c(NC(=O)C3CCOCC3)cccc2C(=O)N([C@H](C)CO)C[C@H]1C	-3.7
Fc1cc(F)cc(NC(=S)NCCN(C2CCCCC2)C2CCCC2)c1	-1.4
C[C@H](CO)N1C[C@H](C)[C@H](CN(C)Cc2ccc(Cl)c(Cl)c2)Oc2ccc(NC(=O)Nc3ccc4c(c3)OCO4)cc2CC1=O	-5.8
COc1ccc([C@@]2(O)c3c(ccc(CC=C(C)C)c3O)NC(=O)[C@@H]2OC)cc1	7.8
C[C@@H]1CN([C@@H](C)CO)C(=O)CCCn2cc(nn2)CO[C@H]1CN(C)Cc1ccc2c(c1)OCCO2	16.0
COc1ccc(NC(=O)N(C)C[C@H]2Oc3ccc(NC(=O)CCN4CCOCC4)cc3CC(=O)N([C@H](C)CO)C[C@H]2C)cc1	1.3
COc1cc(C2OCC3C(c4cc(OC)c(OC)c(OC)c4)OCC23)cc(OC)c1OC (stereo unspecified)	3.4
CC(C)NC(=O)Nc1cccc2c1O[C@@H](CN(C)S(=O)(=O)c1ccc(F)cc1)[C@@H](C)CN([C@@H](C)CO)C2=O	1.8
CCc1ccc(N2NC(=O)/C(=C/c3ccc4c(c3)n(C)c(=O)n4C)C2=O)cc1	3.4
Cc1cc(C)c(CN(C)C)c(O)c1	-7.5
COc1ccc(NC(=O)N(C)C[C@@H]2Oc3ccc(NS(=O)(=O)c4ccc(Cl)cc4)cc3C(=O)N([C@@H](C)CO)C[C@H]2C)cc1	-19.4
C[C@H]1CN([C@@H](C)CO)C(=O)c2cccc(N(C)C)c2O[C@@H]1CN(C)C(=O)NC1CCCCC1	-10.1

Among those listed so far, these contain bromine:
SMILES	ROS inducer
O=C(c1ccc(Br)cc1)c1cc2c(cc1Br)OCCCO2	131.2*
COc1cc(/C=N/NC(=O)CCCCCCC(=O)Nc2ccccc2O)c(Br)cc1O	60.0

An excerpt, so the mix of outcomes need not match the whole.
